Rhodamine autofl = compound fluoresces in the rhodamine spectral region; Rhodamine-region fluorescence, 547/598 nm, Tris buffer; active compounds read high; max dye-equivalent concentration, M; 59,000 compounds, 0.05% hits; in the data active = max dye-equivalent concentration above about 11 nM; inconclusive = between about 1.1 nM and that limit
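A six-point rhodamine series on each plate calibrates the signal. Compounds sit in 100 mM Tris (pH 8.0) for 15 min at ambient temperature before imaging through 547 nm/598 nm filters.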
Ub-GFP proteasome = ubiquitin-GFP accumulation via proteasome inhibition; Ubiquitin-GFP reporter cells, proteasome inhibition, GFP fluorescence; response scale: untreated = 0%, 10 µM MG-132 = 100%; Potency, µM (top dose mostly 45.9 µM), for the others: at the top dose activation (GFP accumulation), most hits filed as activators; 67,000 tested, under 10 active; active = well fitted activation curve with a large enough effect, not every such curve was filed as active; inconclusive = small, poorly fitted or top-dose-only effect, or another doubt; inactive = no such curve, though single readings can be large or run the other way; also: potency is read from the fitted curve at half-maximal effect
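U2OS Ub(G76V)-GFP reporter; O/N plating, 0.5% FBS; cpd 46 uM–2.9 nM, 4 h, 37 °C; GFP+ cell count, 488/515 nm; norm. to basal vs 10 uM MG-132; CRC fit.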
HADH2 inhib = HADH2 (human) dehydrogenase inhibition; recombinant HADH2, NADH fluorescence, beta-hydroxybutyryl-CoA; Potency, µM (top dose mostly 57.1 µM), for inactives: at the highest dose activity change, negative = inhibition, most hits filed as inhibitors; 73,000 compounds, 3.4% hits; AID 886; also: potency is read from the fitted curve at half-maximal effect; % is scaled to controls: 0 for no effect and ±100 for the full control effect; nearly all actives have a fitted effect of over 60% in size; many of its hits are not listed in these tables
Target sequence (Q99714 whole entry, looked up, one chain of several): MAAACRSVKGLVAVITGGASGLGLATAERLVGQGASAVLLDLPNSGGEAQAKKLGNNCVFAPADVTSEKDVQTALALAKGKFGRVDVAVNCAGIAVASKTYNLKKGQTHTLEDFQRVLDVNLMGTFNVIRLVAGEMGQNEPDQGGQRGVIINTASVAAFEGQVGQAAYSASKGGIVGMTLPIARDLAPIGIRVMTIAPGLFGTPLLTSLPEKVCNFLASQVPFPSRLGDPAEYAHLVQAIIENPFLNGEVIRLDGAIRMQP
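NADH fluorescence (ex 360/em 450 nm) read every 30 s for 4 min; activity taken as last-minus-first time point difference. Enzyme 20 nM, NAD+ 1 mM, beta-hydroxybutyryl-CoA 90 uM, pH 9.0 Tris buffer.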
Hsp90 Hop PPI = changes Hsp90-Hop TPR2A binding signal, up or down. AlphaScreen TPR2A-His6 binding biotin-Hsp90 C-terminal peptide. AID 595. 71,000 compounds, 0.44% hits. Potency, µM (series often up to 57 µM), for inactives: at the top dose activity change, negative = inhibition; active = well fitted curve in either direction with a large enough effect; inconclusive = small, poorly fitted or top-dose-only effect, or another doubt; also: potency is read from the fitted curve at half-maximal effect; % is scaled to controls: 0 for no effect and ±100 for the full control effect; many of its hits are not listed in these tables
15-hLO inh = inhibitors of human 15-lipoxygenase (ALOX15). P16050. purified 15hLO-1, xylenol orange hydroperoxide absorbance. Potency, µM (series often up to 57.1 µM), for the others: at the highest dose activity change, negative = inhibition, actives largely listed as inhibitors. 74,000 compounds, 1.4% hits. AID 887; also: potency is read from the fitted curve at half-maximal effect; % is scaled to controls: 0 for no effect and ±100 for the full control effect; nearly all actives have a fitted effect of over 55% in size
Target sequence (P16050 whole entry, looked up): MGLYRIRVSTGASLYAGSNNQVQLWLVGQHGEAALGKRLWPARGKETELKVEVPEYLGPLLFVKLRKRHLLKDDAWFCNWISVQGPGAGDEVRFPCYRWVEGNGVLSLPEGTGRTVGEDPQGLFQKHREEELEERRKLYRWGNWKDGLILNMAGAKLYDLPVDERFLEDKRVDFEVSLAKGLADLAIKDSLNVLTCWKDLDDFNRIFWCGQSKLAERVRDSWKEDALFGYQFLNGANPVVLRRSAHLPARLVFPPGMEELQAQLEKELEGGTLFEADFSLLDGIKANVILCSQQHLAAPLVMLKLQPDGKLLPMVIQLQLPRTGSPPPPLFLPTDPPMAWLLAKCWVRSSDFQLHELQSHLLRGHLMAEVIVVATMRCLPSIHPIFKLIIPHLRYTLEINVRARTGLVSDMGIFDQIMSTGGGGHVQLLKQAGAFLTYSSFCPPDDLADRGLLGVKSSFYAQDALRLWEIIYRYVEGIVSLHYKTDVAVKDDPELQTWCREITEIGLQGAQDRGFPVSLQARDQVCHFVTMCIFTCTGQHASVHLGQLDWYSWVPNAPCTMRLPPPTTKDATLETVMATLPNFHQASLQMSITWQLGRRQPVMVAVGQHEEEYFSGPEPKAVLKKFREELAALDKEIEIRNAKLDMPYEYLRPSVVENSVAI
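Purified human 15hLO-1 (40 nM final) in 25 mM Hepes pH 7.5, 0.01% Triton X-100 was preincubated with compound 15 min at room temperature, then reacted 6 min with 50 uM arachidonic acid; hydroperoxide detected by Fe-XO, 573/405 nm absorbance ratio.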
Fluorescein autfl = compound fluoresces in the fluorescein spectral region | 59,000 compounds, 0.91% hits | Compound autofluorescence, 480/540 nm, fluorescein-equivalent; active compounds read high | max fluorescein-equivalent concentration, M; in the data active = max fluorescein-equivalent concentration above about 10 nM; inconclusive = between about 1.1 nM and that limit
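Autofluorescence profiling; 100 mM Tris, pH 8.0; incubation 15 min at RT; ex/em 480/540 nm; result as fluorescein-equivalent concentration.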
4-MU autofl = compound fluoresces in the 4-MU spectral region | compound autofluorescence, 340/450 nm, 4-MU equivalents; active compounds read high | max dye-equivalent concentration, M | 59,000 compounds, 11% hits | AID 589; in the data active = max dye-equivalent concentration above about 10 nM; inconclusive = mostly about 1.1 nM to 9.6 nM
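Intrinsic fluorescence at 340/450 nm (ex/em) was read after 15 min at room temperature in pH 8.0, 100 mM Tris. Each compound concentration expressed as 4-MU-equivalent concentration from a six-point 4-MU standard series on each plate.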
GFP derepression = epigenetic GFP locus derepression in mouse cells; mouse C127i GFP locus derepression, cytometry, 30 h; Potency, µM (titrated, usually from 46.1 µM), inactives show at the top dose GFP derepression (activation); 68,000 compounds, 0.09% hits; AID 597; also: % of control where 0% means no effect
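Read-out is the number of GFP-positive cells, scored as fluorescent objects 20 to 120 um wide, reflecting derepression of a silenced CMV-GFP reporter in murine C127i cells after 30 h compound exposure at 37 C.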
HBB splicing = alters splicing of the hemoglobin beta chain | HBB splicing reporter cell assay, activation; EGFP reporter with mutant IVS2-654 intron; response scale: normalised to 500 nM splice-correcting PNA | Potency, µM (highest dose often 46.1 µM), for the others: at the highest dose activation, most hits filed as activators | 65,000 compounds, 0.06% hits | AID 925; also: potency is read from the fitted curve at half-maximal effect; 0% is about no effect
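Compounds were applied for 2 days to HeLa EGFP-654 cells, 500/well in Optimem with 2% FCS. The reporter's EGFP is disrupted by mis-splicing of beta-globin intron IVS2-654. Readout: summed well GFP fluorescence from 488 nm laser scanning; reference was 500 nM antisense […] 654 PNA.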
TexasRed autofl = compound fluoresces in the Texas Red spectral region; 59,000 compounds, 0.06% hits; Compound fluorescence, Texas Red channel, 547/618 nm; active compounds read high; max dye-equivalent concentration, M; in the data active = max dye-equivalent concentration above about 10 nM; inconclusive = between about 1.1 nM and that limit
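Texas Red-region profiling: compounds in 100 mM Tris pH 8.0 were read at 547/618 nm after 15 min at room temperature. Intensities were normalized against a six-point Texas Red standard series to give dye-equivalent concentration.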
DNA Pol III inh = blocks replication by bacterial DNA polymerase III holoenzyme; reconstituted DNA polymerase III holoenzyme replication, biochemical; Potency, µM (highest dose often 57.1 µM), without a hit: at the top dose activity change, negative = inhibition; 71,000 compounds, 0.25% hits; AID 603; also: potency is read from the fitted curve at half-maximal effect; % is scaled to controls: 0 for no effect and ±100 for the full control effect
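Reconstituted *E. coli* holoenzyme (0.35 nM Pol III, 1 nM beta, 154 nM SSB, 2 nM primase) was preincubated with compound for 15 min at RT. Synthesis on 1.4 nM ssM13Gori ran 35 min, then was stopped with PicoGreen/EDTA and read as dsDNA fluorescence.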
An asterisk follows results filed as active; i = inactive; ? = inconclusive; nt = not tested or not shown; [ ] = another dose, or the depositor's remark. Unless noted, calls follow the shape of the dose curve; as a rule, active = well fitted curve in the direction sought with a large enough effect; inconclusive = small, poorly fitted or top-dose-only effect, or another doubt; inactive = no such curve, though single readings can be large; an effect the other way counts as inactive or inconclusive. Some of the compounds tested. The share of hits here may be higher or lower than overall.

Value order – Rhodamine autofl	Ub-GFP proteasome	HADH2 inhib	Hsp90 Hop PPI	15-hLO inh	Fluorescein autfl	4-MU autofl	GFP derepression	HBB splicing	TexasRed autofl	DNA Pol III inh
> CC1CCCN(CCCNC(=O)c2coc3nc4ccccc4nc23)C1 (stereo unspecified)
→ i	-4%	3.2µM*	1%	-22%	?	2.6e-06M*	-3%	0.7%	?	-3%
> O=S(=O)(Cc1ccccc1)N1CCN(Cc2ccc3c(c2)OCO3)CC1
→ nt	16%	7%	0%	1%	nt	nt	-2%	-2.0%	nt	-3%
> O=C(Cn1cnc2c(nnn2Cc2ccc(F)cc2)c1=O)NCc1ccc2c(c1)OCO2
→ i	0%	7%	1%	5%	i	i	1%	-0.5%	?	-2%
> CCc1nc2ccccc2c(NC(=O)CN2CCC(C)CC2)c1C
→ i	-1%	10%	0%	-4%	i	i	-1%	nt	i	-4%
> CC1C(=O)OC2C(O)C34C5CC(C(C)(C)C)C36C(OC(=O)C6O)OC4(C(=O)O5)C12O (stereo unspecified)
→ nt	0%	?	-4%	-2%[25.6 µM]	nt	nt	-1%	nt	nt	-1%
> CCOC(=O)C1=C(C)Nc2nc(SCc3cccnc3)nn2C1c1ccc(OC)cc1 (stereo unspecified)
→ nt	-2%	4%	-4%	0%	nt	nt	nt	-0.9%	nt	-5%
> CC(=O)c1c(Nc2ccc3c(c2)OCCO3)oc(C)cc1=O
→ nt	1%	-7%	-6%	?	nt	nt	nt	0.3%	nt	-1%
> O=C(COc1ccc(Cl)cc1)Nc1ccc2oc(-c3ccncc3)nc2c1
→ i	-3%	10%	?	-25%	i	3e-08M*	0%	nt	i	0%
> CCOC(=O)c1c(CN2CCN(c3ccccc3)CC2)oc2ccc(O)cc12
→ nt	1%	-21%	-15%	-23%	nt	nt	0%	0.1%	nt	-5%
> COc1ccc(C(c2nnnn2Cc2cccs2)N2CCN(c3ccccc3F)CC2)cc1 (stereo unspecified)
→ i	0%	12%	2%	-3%	i	i	-1%	nt	i	-5%
> C(=N\n1cnnc1)/c1ccccc1OCCOc1ccccc1
→ nt	-4%	14%	-2%	17%	nt	nt	0%	0.7%	nt	-4%
> O=S(=O)(c1ccccc1)N(CC(O)CN1CCCCC1)c1ccccc1 (stereo unspecified)
→ i	nt	nt	nt	nt	i	i	-4%[20.6 µM]	nt	i	nt
> Cc1ccc(-n2ncc3c(=O)n(CC(=O)NCC4CCCO4)cnc32)cc1 (stereo unspecified)
→ i	27%	10%	-1%	-3%	i	i	-1%	-0.1%	i	-4%
> COc1cccc(Nc2nnc(SCC(=O)N3CCOCC3)s2)c1
→ i	0%	-8%	2%	1%	i	i	0%	0.1%[57.5 µM]	i	6%
> Cc1nc(SCC(=O)N2CCN(c3ccccc3)CC2)c2oc3ccccc3c2n1
→ i	nt	-24%	-3%	-22%	?	i	2%	2.9%[0.369 µM]	i	1%

Value order – Rhodamine autofl	Ub-GFP proteasome	HADH2 inhib	Hsp90 Hop PPI	15-hLO inh	Fluorescein autfl	4-MU autofl	GFP derepression	HBB splicing	TexasRed autofl	DNA Pol III inh
> COc1ccc(-c2nnc3sc(-c4ccc(Br)o4)nn23)cc1OC
→ i	-3%	-2%	-4%	-2%	i	?	2%	-0.2%[57.5 µM]	i	-3%
> O=C(CSc1nnc(Cc2cccs2)n1Cc1ccco1)Nc1cc(Cl)cc(Cl)c1
→ i	-2%	-7%	-3%	-30%	?	i	2%	-2.1%[57.5 µM]	i	1%
> c1cc(NNc2cccc(-c3nn[nH]n3)c2)cc(-c2nn[nH]n2)c1
→ i	3%[9.17 µM]	-9%[11.4 µM]	-6%[11 µM]	2%[11.4 µM]	?	i	7%[9.22 µM]	3.6%[9.22 µM]	i	-5%[11.4 µM]
> COc1ccc(NC(=O)CC2SC(=NCc3ccccc3OC)NC2=O)cc1 (stereo unspecified)
→ i	4%	3%	-7%	-6%	?	i	1%	0.5%	i	-5%
> O=C(C1CCCN(S(=O)(=O)c2cccnc2)C1)N1CCn2c1nc1ccccc12 (stereo unspecified)
→ nt	1%	-1%	-1%[2.3 µM]	8%	nt	nt	nt	0.2%	nt	-2%
> CCCN1C(=O)C(NC(C)=O)c2cc(OC)ccc21 (stereo unspecified)
→ i	11%	7%	2%	10%	i	?	0%	-1.4%[1.84 µM]	?	-26%
> Cc1cc(NC(=O)CSc2nnc(C(C)N(C)C)n2Cc2ccccc2)no1 (stereo unspecified)
→ i	1%	5%	-3%	5%	i	i	1%	0.2%[57.5 µM]	i	0%
> O=C(Nc1ccc(NC(=O)C23CC4CC(CC(C4)C2)C3)cn1)c1ccco1
→ i	4%	18%	1%	7%	i	i	4%	nt	?	0%
> COc1cc(NC(=O)CCN2CCN(c3ccccc3F)CC2)cc(OC)c1
→ i	-1%	-2%	1%	5%	i	i	-5%	nt	?	-1%
> Fc1ccc(-c2nnc(SCc3ncc(-c4ccccc4)o3)n2CC2CCCO2)cc1 (stereo unspecified)
→ i	0%	-3%	-1%	-2%	?	i	1%	-5.0%	?	-3%
> O=C(NCCC1=CCCCC1)c1ccc(CN2CCOCC2)cc1
→ i	1%	-6%	2%	-4%	i	i	0%	-0.2%[57.5 µM]	i	-7%
> COc1ccc(NC(=O)CN(c2cc(C)cc(C)c2)S(=O)(=O)c2c(C)n[nH]c2C)cc1
→ nt	-6%	0%	-2%	-1%	nt	nt	0%	-0.4%	nt	2%
> Cc1cccc2cc(COC(=O)C3CCCO3)c(=O)[nH]c12 (stereo unspecified)
→ i	nt	0%	-5%	-21%	?	?	0%	-0.4%[0.369 µM]	i	-7%
> Cc1ccc(-c2nnn(CC(=O)N(Cc3cccs3)C(C(=O)NC3CCCC3)c3ccco3)n2)o1 (stereo unspecified)
→ i	1%	15%	-3%	-7%	i	i	-2%	nt	i	1%
> Cc1ccc(-c2nn(-c3ccccc3)cc2/C=C(\C#N)c2cccc(C#N)c2)o1
→ i	-1%	41%[activator]	-3%	-15%	?	2e-08M*	-3%	-0.5%	i	-3%

Value order – Rhodamine autofl	Ub-GFP proteasome	HADH2 inhib	Hsp90 Hop PPI	15-hLO inh	Fluorescein autfl	4-MU autofl	GFP derepression	HBB splicing	TexasRed autofl	DNA Pol III inh
> CCc1cccc(CC)c1N(COC)C(=O)Cn1c(C(C)O)nc2ccccc21 (stereo unspecified)
→ i	-4%	-3%	-2%	1%	?	i	-1%	-3.8%	i	-7%
> CS(=O)(=O)N(CC(=O)Nc1ccc2c(c1)OCO2)c1ccc(Cl)cc1
→ nt	-4%	-7%	0%	4%	nt	nt	-2%	-0.6%[9.22 µM]	nt	2%
> CCc1nnc(NC(=O)C2CC(=O)N(c3ccc(C)cc3)C2)s1 (stereo unspecified)
→ i	6%	?	1%	-6%	i	i	-1%	-0.6%	i	-6%
> CCCOc1ccc(/C(O)=C2/C(=O)C(=O)N(CCN(CC)CC)C2c2ccncc2)cc1 (stereo unspecified)
→ i	nt	0%	-2%	5%	i	?	0%	-0.9%[0.369 µM]	i	-2%
> Cn1c(=O)c2c(nc(NCCNC(=O)c3ccco3)n2Cc2ccccc2Cl)n(C)c1=O
→ i	4%	11%	-1%	-1%	i	i	0%	nt	?	-7%
> CC(=O)c1oc2ccccc2c1NC(=O)COC(=O)c1ccc(-n2nc(C)cc2C)cc1
→ i	0%	1%	-3%	-15%	?	i	-3%	-0.1%[57.5 µM]	i	-3%
> CCNC(=O)N1c2ccc(OC)cc2C(C)=CC1(C)C
→ i	-2%	?	-7%	-18%	?	5.5e-08M*	-1%	1.1%	i	-3%
> O=C(OC(C(=O)NCc1cccs1)c1ccccn1)c1cccs1 (stereo unspecified)
→ i	-9%	4%	-4%	5%	i	i	-1%	nt	i	3%
> Cc1c(C(=O)NCc2ccccn2)sc2nc(-c3ccc(F)cc3)cn12
→ i	-1%	2%	-2%	0%	i	i	4%	-2.0%	i	-1%
> Cn1c(=O)c2c(nc(NCc3ccccc3)n2Cc2ccc(F)cc2)n(C)c1=O
→ nt	2%	7%	-9%	-11%	nt	nt	nt	-0.5%	nt	-2%
> O=C(CSc1nnc(-c2ccccc2)o1)n1c2c(c3ccccc31)CCCC2
→ i	2%	7%	-4%	8%	i	i	3%	-1.0%	?	-7%
> CC1CCCCN1C(=O)c1ccc(C(=O)N2CCCCC2C)cc1 (stereo unspecified)
→ nt	-3%[9.17 µM]	3%[11.4 µM]	-5%[11 µM]	15%[11.4 µM]	nt	nt	-2%	-6.0%[0.0738 µM]	nt	8%[11.4 µM]
> CCOC(=O)c1ccc(NC(=O)Nc2ccc3c4c(cccc24)C(=O)N3CC)cc1
→ i	?	23%	?	?	?	i	?	-0.4%	i	-3%
